Bioassay records (PubChem BioAssay)
MmCpn inh – inhibitors of Methanococcus maripaludis chaperonin (MmCpn). purified Mm-Cpn ATPase, ADP Transcreener TR-FRET. Potency, µM (titrated, usually from 76.9 µM), without a hit: top-dose activity, negative = inhibition, usual class: inhibitors. 330,000 compounds, 0.031% hits. AID 504842; also: potency is read from the fitted curve at half-maximal effect; % is scaled to controls: 0 for no effect and ±100 for the full control effect; nearly all actives have a fitted effect of over 80% in size
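Reaction buffer contained 30 mM Tris pH 7.4, 100 mM KCl, 5 mM MgCl2 and 1 mM DTT. Mm-CPN (25 nM final) hydrolysed 10 uM ATP over 30 min at 37°C; ADP was read by HTRF.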
HepG2 viability – counter-screen for TGF-b inhibitors: cytotoxicity in HepG2 cells. HepG2 CAGA-GFP viability, ATP luminescence, 18 h. Potency, µM (highest dose often 46.1 µM), for inactives: at the top dose activity change, negative = cytotoxicity, hits mostly cytotoxic. 410,000 compounds, 0.76% hits; also: potency is read from the fitted curve at half-maximal effect; some results filed as inactive show a strong effect at the top dose
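CellTiter-Glo luminescence gave cytotoxicity after 18 hours at 37 degrees C. The cells were HepG2 CAGA-GFP in 1% FBS DMEM, stimulated with 500 pg/mL TGF-beta after compound addition. %Activity was normalised to no-cell wells (complete cell-killing) and DMSO (no toxicity), and curves were fitted and classified.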
S2 tox – reduces viability in counter-screen for ATXN expression inhibitors; S2 cells (HEK-293 line with an ATXN2-luciferase reporter) viability, CellTiter-Fluor protease fluorescence, 24 h; Potency, µM (highest dose often 56.7 µM), actives largely listed as cytotoxic; 400,000 compounds, 0.49% hits; AID 651635; also: potency is read from the fitted curve at half-maximal effect; nearly all actives have a fitted effect of over 40% in size
Nrf2 inh – inhibitors of Nrf2 signaling; A549 ARE-Fluc reporter, luciferase luminescence, 18-24 h; Potency, µM (top dose mostly 46 µM), without a hit: top-dose activity change, negative = inhibition, hits mostly inhibitors; 360,000 compounds, 2.1% hits; also: potency is read from the fitted curve at half-maximal effect; % is scaled to controls: 0 for no effect and ±100 for the full control effect; nearly all actives have a fitted effect of over 60% in size
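Nrf2 activity is the BugLite luminescence, read 15 min after reagent at room temperature, following CellTiter-Fluor cytotoxicity readout (30 min, 37C). Compound titrations were applied for 18-24 h to 5000 A549 ARE_Fluc cells/well in 5% FBS OPTI-MEM.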
CCT modulator – cytosolic chaperonin activity modulation | 360,000 compounds, 0.3% hits | activity change, % (test concentration not listed), hits read low | purified chaperonin ATPase assay, HTRF ADP detection, 30 min; in the data active = activity change below about -30%; also: % is scaled to controls: 0 for no effect and ±100 for the full control effect
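TRiC at 40 or 20 nM final (batch-dependent) in 30 mM Tris pH 7.4, 100 mM KCl, 5 mM MgCl2, 1 mM DTT, with compound at single 76 uM and 10 uM ATP, 30 min at 37 deg C. ADP detected by HTRF Transcreener, 665/615 ratio.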
TGFb SMAD3 inh – blocks TGF-b signaling; HepG2 CAGA-GFP TGF-b/SMAD3 reporter, GFP fluorescence, 18 h; TGF-beta stimulated, 500 pg/mL final; Potency, µM (series often up to 46.1 µM), inactives show at the highest dose activity, negative = inhibition, usual class: inhibitors; 410,000 compounds, 1.2% hits; AID 588855; also: potency is read from the fitted curve at half-maximal effect; % is scaled to controls: 0 for no effect and ±100 for the full control effect; nearly all actives have a fitted effect of over 65% in size
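TGF-beta reporter screen: HEPG2 CAGA-GFP, 1% FBS, 500 pg/mL TGF-beta final, 18 h; per-cell GFP summed per well; curves fitted and categorized by class.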
pAkt inh – inhibitors of Akt phosphorylation; Neuro2A IGF-stimulated pAkt S473 HTRF, 20 min; hits give low values; activity change, % for hits at 50 µM; 360,000 compounds, 0.32% hits; in the data active = activity change below about -80%; inconclusive = mostly about -51% to -80%; also: % is scaled to controls: 0 for no effect and ±100 for the full control effect
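Neuro2A cells in DMEM with 0.5% FBS, overnight at 37 deg C, given compound at single 50 µM final, then IGF (6 nM final) for 20 min at 37 deg C. Lysed; phospho-Akt Ser473 by HTRF after 24 h, 665/615 ratio.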
A549 viability – counter-screen for Nrf2 inhibitors: cytotoxicity in A549 cells; A549 ARE-Fluc cells, CellTiter-Fluor viability, 18-24 h; Potency, µM (series often up to 46 µM), without a hit: top-dose activity change, negative = cytotoxicity, most hits filed as inhibitors; 390,000 compounds, 0.16% hits; AID 504648; also: potency is read from the fitted curve at half-maximal effect; % is scaled to controls: 0 for no effect and ±100 for the full control effect
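Cytotoxicity counterscreen: CellTiter-Fluor fluorescence was measured in A549 ARE_Fluc cells after 18-24 h of compound exposure in a concentration series. The subsequent BugLite luminescent read reports ARE-luciferase activity.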
Nrf2 activator – activators of Nrf2 (ARE) signaling. AREc32 ARE-luciferase reporter (MCF7-derived line), luminescence, 24 h. Potency, µM (highest dose often 46.1 µM), without a hit: at the top dose activation, actives largely listed as activators. 410,000 compounds, 0.31% hits. AID 624171; also: potency is read from the fitted curve at half-maximal effect; % of control where 0% means no effect; nearly all actives have a fitted effect of over 65% in size
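ARE-driven firefly luciferase activity in AREc32 cells measured after a 24 hr compound exposure at 37 deg C, using Steady-Glo reagent and a 30 min room-temperature hold.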
An asterisk follows results filed as active. Unless noted, calls follow the shape of the dose curve; as a rule, active = well fitted curve in the direction sought with a large enough effect; inconclusive = small, poorly fitted or top-dose-only effect, or another doubt; inactive = no such curve, though single readings can be large; an effect the other way counts as inactive or inconclusive.

CCCCNC(=O)c1ccc2nc(-c3ccco3)c(-c3ccco3)nc2c1 was read as MmCpn inh 1%, HepG2 viability -39%, S2 tox inactive, Nrf2 inh -10%, CCT modulator -0.5, TGFb SMAD3 inh inconclusive, pAkt inh inactive, A549 viability -19% and Nrf2 activator 11%.
For O=C(CSc1ccc([N+](=O)[O-])cn1)Nc1ccccc1N1CCOCC1 the results were MmCpn inh -3%, HepG2 viability -23%, S2 tox inactive, Nrf2 inh -3%, CCT modulator -1.4, TGFb SMAD3 inh -3%, pAkt inh inactive, A549 viability 8% and Nrf2 activator 2.7%.
Screening COc1ccc(CNC(C)C23CC4CC(CC(C4)C2)C3)c(OC)c1OC (stereo unspecified) returned MmCpn inh -2%, HepG2 viability -34%, S2 tox inconclusive, Nrf2 inh -12%, CCT modulator -0.2, TGFb SMAD3 inh -10%, pAkt inh inactive, A549 viability -16% and Nrf2 activator -2.1%.
`COCCCNC(=O)COc1ccc(-c2nccc(-c3ccccn3)n2)cc1` gave MmCpn inh 1%, HepG2 viability 15%, S2 tox inactive, CCT modulator 0.7, TGFb SMAD3 inh -11%, pAkt inh inactive, A549 viability -6% and Nrf2 activator -2.3%.
`S=C(NCCCc1ccccc1)Nc1ccccc1` gave MmCpn inh 3%, HepG2 viability -11%, S2 tox inactive, Nrf2 inh -5%, CCT modulator 1.0, TGFb SMAD3 inh 0%, pAkt inh inactive, A549 viability 3% and Nrf2 activator -0.3%.
For NC(=O)C1CCN(C(=O)CN2C(=O)c3ccccc3S2(=O)=O)CC1 the results were MmCpn inh -1%, HepG2 viability 0%, S2 tox inactive, Nrf2 inh 17%, CCT modulator -41*, TGFb SMAD3 inh 18%, pAkt inh inactive, A549 viability 0% and Nrf2 activator 0.2%.
For Cc1nc(SCC(=O)NC2CCCCC2)[nH]c(=O)c1C the results were MmCpn inh 1%, HepG2 viability 2%, S2 tox inactive, Nrf2 inh 1%, CCT modulator -2.9, TGFb SMAD3 inh -2%, pAkt inh inactive, A549 viability -12% and Nrf2 activator -0.1%.
Screening c1cncc(CNC2CCCc3ccccc32)c1 (stereo unspecified) returned MmCpn inh -1%, HepG2 viability -3%, S2 tox inactive, Nrf2 inh 10%, CCT modulator -0.1, TGFb SMAD3 inh 6%, pAkt inh inactive, A549 viability 10% and Nrf2 activator 0.3%.
CCC(C)[C@H](NC(=O)NCc1ccc(Cl)cc1)C(=O)O (stereo partly specified) was read as MmCpn inh 1%, HepG2 viability 4%, S2 tox inactive, Nrf2 inh 1%, CCT modulator 1.4, TGFb SMAD3 inh 17%, pAkt inh inactive, A549 viability 1% and Nrf2 activator -0.3%.
For CCOC(=O)C1(CCOc2ccccc2)CCN(Cc2cccc(OC)c2)CC1 the results were HepG2 viability -25%, S2 tox inconclusive, Nrf2 inh -20%, CCT modulator 1.1, TGFb SMAD3 inh inconclusive, pAkt inh inactive, A549 viability -3% and Nrf2 activator -0.5%.
O=C(CCn1nnc2ccccc21)N/N=C\Cc1ccccc1 was read as MmCpn inh -1%, HepG2 viability 16%, Nrf2 inh 6%, CCT modulator 5.3, TGFb SMAD3 inh -12%, pAkt inh inactive, A549 viability 12% and Nrf2 activator 3.3%.
For COc1ccc(-c2ccccc2)cc1NC(=O)C1(C)CCN1C(=O)C(C)C (stereo unspecified) the results were HepG2 viability -2%, S2 tox inactive, CCT modulator -0.6, TGFb SMAD3 inh -7%, pAkt inh inactive and Nrf2 activator -0.1%.
For CCn1c(=O)cc(OCC(=O)N2CCN(c3cccc(C)c3C)CC2)c2ccccc21 the results were HepG2 viability 0%, S2 tox inactive, Nrf2 inh 2%, TGFb SMAD3 inh -8%, A549 viability -3% and Nrf2 activator -0.5%.
Screening CN(Cc1nccs1)C(=O)c1ccc2nc(Cc3ccccc3F)oc2c1 returned MmCpn inh 2%, HepG2 viability -15%, S2 tox inactive, Nrf2 inh inconclusive, CCT modulator 0.7, TGFb SMAD3 inh 0%, pAkt inh inactive, A549 viability 8% and Nrf2 activator 2.3%.
O=C(Nc1nc(-c2ccc(-c3ccccc3)cc2)cs1)C1CCCO1 (stereo unspecified) was read as MmCpn inh -9%, HepG2 viability -9%, S2 tox inactive, Nrf2 inh inconclusive, CCT modulator -2.1, TGFb SMAD3 inh -4%, pAkt inh inactive, A549 viability -10% and Nrf2 activator 2.8%.
Screening COc1ccc(C2NC(=S)NC3=C2CCc2ccccc23)cc1OC (stereo unspecified) returned MmCpn inh -2%, HepG2 viability -12%, S2 tox inactive, Nrf2 inh inconclusive, CCT modulator -1.6, TGFb SMAD3 inh inconclusive, pAkt inh inactive, A549 viability -8% and Nrf2 activator 1.6%.
Screening Cc1nn(S(=O)(=O)c2ccc(C(C)C)cc2)c(C)c1S(=O)(=O)N1CCCCC1 returned HepG2 viability 3%, S2 tox inactive, TGFb SMAD3 inh 9%, A549 viability 3% and Nrf2 activator -1.5%.
`CCOC(=O)[C@@H]1[C@H]2COc3ccc(Br)cc3[C@@H]2N2C(=O)N(c3ccc(Br)cc3)C(=O)[C@]12C` gave MmCpn inh 3%, HepG2 viability 1%, S2 tox inactive, Nrf2 inh 4%, CCT modulator 1.0, TGFb SMAD3 inh 7.1µM*, pAkt inh inactive, A549 viability 0% and Nrf2 activator 0.2%.
Cc1cc(C)cc(NC(=O)C(=O)NCCCN2CCCC2=O)c1 was read as MmCpn inh -1%, HepG2 viability -6%, S2 tox inactive, Nrf2 inh inconclusive, CCT modulator -0.6, TGFb SMAD3 inh 13%, pAkt inh inactive, A549 viability 7% and Nrf2 activator 0.5%.
`Cc1ccc(Cl)cc1NC(=O)CCCn1c(=O)c2cccn2c2ccccc21` gave HepG2 viability -37%, Nrf2 inh 11%, TGFb SMAD3 inh 0%, A549 viability -1% and Nrf2 activator 11%.

3 compounds out of the list, ordered by number of heavy atoms, largest number first:
Screening Cc1nn(S(=O)(=O)c2ccc(C(C)C)cc2)c(C)c1S(=O)(=O)N1CCCCC1 returned HepG2 viability 3%, S2 tox inactive, TGFb SMAD3 inh 9%, A549 viability 3% and Nrf2 activator -1.5%.
Screening CN(Cc1nccs1)C(=O)c1ccc2nc(Cc3ccccc3F)oc2c1 returned MmCpn inh 2%, HepG2 viability -15%, S2 tox inactive, Nrf2 inh inconclusive, CCT modulator 0.7, TGFb SMAD3 inh 0%, pAkt inh inactive, A549 viability 8% and Nrf2 activator 2.3%.
Screening COc1ccc(CNC(C)C23CC4CC(CC(C4)C2)C3)c(OC)c1OC (stereo unspecified) returned MmCpn inh -2%, HepG2 viability -34%, S2 tox inconclusive, Nrf2 inh -12%, CCT modulator -0.2, TGFb SMAD3 inh -10%, pAkt inh inactive, A549 viability -16% and Nrf2 activator -2.1%.

(next part)
Screening CCOc1ccc(CNC(=O)C2CCC(=O)N2C2CCCC2)cc1OC (stereo unspecified) returned MmCpn inh 1%, HepG2 viability 2%, S2 tox inactive, Nrf2 inh -1%, CCT modulator -1.7, TGFb SMAD3 inh 1%, pAkt inh inactive, A549 viability -1% and Nrf2 activator 0.4%.
`Cc1ccc(NC(=O)N(Cc2ccc3c(c2)OCO3)Cc2cc3cc4c(cc3[nH]c2=O)OCCO4)cc1` gave MmCpn inh 1%, HepG2 viability 5%, S2 tox inactive, Nrf2 inh inconclusive, CCT modulator -1.6, TGFb SMAD3 inh -7%, pAkt inh inactive, A549 viability -17% and Nrf2 activator -0.3%.
`Cc1ccc(S(=O)(=O)c2nc(-c3ccccc3)oc2N2CCN(c3ccccc3)CC2)cc1` gave HepG2 viability -16%, S2 tox inactive, Nrf2 inh 16%, TGFb SMAD3 inh -10%, A549 viability 2% and Nrf2 activator -1.6%.
`Cc1ccc(NC(=O)CN(C)C(=O)Cn2c(=O)oc3ccccc32)cc1` gave MmCpn inh -2%, HepG2 viability -3%, S2 tox inactive, Nrf2 inh -13%, CCT modulator -4.3, TGFb SMAD3 inh 12%, pAkt inh inactive, A549 viability 1% and Nrf2 activator 2.4%.
`CCCCCCN(C(=O)CCCN1C(=O)NC(c2ccc(-c3ccccc3)cc2)C(C(=O)OCc2ccccc2)=C1C)C(C)C(=O)NCCCC` (stereo unspecified) gave MmCpn inh 0%, HepG2 viability -28%, S2 tox inconclusive, Nrf2 inh inconclusive, CCT modulator 0.4, TGFb SMAD3 inh inconclusive, pAkt inh inactive, A549 viability -22% and Nrf2 activator 3.5%.
Cc1cc(C)cc(-n2c(SCC(=O)Nc3ccccc3)nc3c(oc4ccccc43)c2=O)c1 was read as HepG2 viability 0%, S2 tox inactive, Nrf2 inh 5%, TGFb SMAD3 inh -16%, A549 viability -2% and Nrf2 activator -0.7%.
CCOc1ccc2nc(NC(=O)c3cc(=O)c4cc(C)cc(C)c4o3)sc2c1 was read as HepG2 viability -13%, S2 tox inactive, Nrf2 inh 7%, TGFb SMAD3 inh -12%, A549 viability 3% and Nrf2 activator 1.3%.
`COC(=O)C(C)Oc1ccc(-c2nccc(-c3cccs3)n2)cc1` (stereo unspecified) gave MmCpn inh -4%, HepG2 viability -6%, S2 tox inactive, CCT modulator -6.4, TGFb SMAD3 inh 9%, pAkt inh inactive, A549 viability 0% and Nrf2 activator 10%.
`CN(c1ccc(C(=O)Nc2nccs2)cc1)S(=O)(=O)c1ccccc1` gave MmCpn inh 0%, HepG2 viability -14%, S2 tox inactive, CCT modulator -2.5, TGFb SMAD3 inh 2%, pAkt inh inactive, A549 viability -1% and Nrf2 activator 0.7%.
